Bioassay records (PubChem BioAssay)
SENP1 FRET inh: inhibitors of human SENP1 SUMO protease catalytic domain; inhibition, % at 10 µM; Q9P0U3; recombinant SENP1 catalytic domain, CyPet-SUMO1-YPet FRET cleavage; 360,000 tested, 0.21% active; AID 624204;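 active = inhibition at least 30% at 10 µM, raw YFP signal under a set limit, fluorescence ratio 0.5 to 1.5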;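 also: 0% = enzyme with DMSO and 100% = no enzyme wells; some results filed as inactive read as strong as hits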
Target sequence (Q9P0U3 419-644 limits assumed): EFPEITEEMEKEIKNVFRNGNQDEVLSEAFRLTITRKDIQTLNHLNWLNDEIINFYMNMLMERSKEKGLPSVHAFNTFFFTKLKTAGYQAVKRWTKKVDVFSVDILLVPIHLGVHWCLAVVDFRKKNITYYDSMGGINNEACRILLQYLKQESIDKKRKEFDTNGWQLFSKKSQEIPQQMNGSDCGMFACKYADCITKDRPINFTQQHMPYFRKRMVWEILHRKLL
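Material: hSENP1 catalytic domain, recombinant; medium: Tris pH 8 with BME, BSA, NP40 and catalase; compound: single concentration of 10 µM compound, 0.5% DMSO final; technique: FRET read of cyan and yellow fluorescence; timing: 50 min enzyme reaction, room temperature, light-protected; reagent: SFCypet-SUMO1-SFYpet substrate at 25 nM; control set: no-enzyme low, enzyme-DMSO high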
SENP7 block: blocks the human protease SENP7; Q9BQF6; recombinant SENP7, Z-RLRGG-aminoluciferin luminescence, 40 min; inhibition, % at 5 µM; 330,000 tested, 1.5% active; AID 434973;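 active = inhibition above about 50% at the single test dose, limit read from the data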;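 also: plate controls were DMSO with enzyme for no effect and no enzyme buffer wells for full effect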
Target sequence (Q9BQF6 706-1050 limits assumed): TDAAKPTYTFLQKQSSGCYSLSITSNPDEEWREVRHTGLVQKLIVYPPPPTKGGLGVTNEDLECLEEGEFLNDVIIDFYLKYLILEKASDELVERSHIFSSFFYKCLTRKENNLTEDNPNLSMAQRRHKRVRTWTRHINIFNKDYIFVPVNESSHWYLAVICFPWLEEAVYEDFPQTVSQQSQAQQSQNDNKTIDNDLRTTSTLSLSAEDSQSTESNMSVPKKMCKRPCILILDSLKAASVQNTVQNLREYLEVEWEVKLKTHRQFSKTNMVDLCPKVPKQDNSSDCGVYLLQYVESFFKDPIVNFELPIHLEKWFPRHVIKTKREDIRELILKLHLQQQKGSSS
PfG6PD inh: PfG6PD (Plasmodium falciparum) enzyme inhibition; 350,000 tested, 0.78% active; inhibition, % at 20 µM; PfGluPho enzyme, NADPH resazurin-diaphorase fluorescence;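 active = inhibition reaching at least a set limit at 20 µM in the primary screen, cut at about 59% in these data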;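 also: 0% = DMSO wells with substrate and 100% = DMSO wells lacking glucose-6-phosphate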
SENP8 block-1: blocks the human protease SENP8; AID 2540; Q96LD8; purified SENP8, Z-RLRGG-aminoluciferin cleavage, luminescence; 330,000 tested, 1.2% active; inhibition, % at 10 µM; in the data active = inhibition above about 50%
Target sequence (Q96LD8 whole entry, looked up): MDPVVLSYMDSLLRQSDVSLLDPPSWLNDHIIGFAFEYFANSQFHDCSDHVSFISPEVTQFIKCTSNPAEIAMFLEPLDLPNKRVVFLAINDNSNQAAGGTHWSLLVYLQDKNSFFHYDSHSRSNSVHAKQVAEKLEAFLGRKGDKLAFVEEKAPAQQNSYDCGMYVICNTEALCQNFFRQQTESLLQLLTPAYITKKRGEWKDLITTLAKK
SENP6 block: inhibitors of human SENP6 protease | 330,000 tested, 1.8% active | inhibition, % at 10 µM | Q9GZR1 | Recombinant SENP6 catalytic domain, aminoluciferin luminescence;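 active = inhibition above about 50% at the single tested dose, limit read from the data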;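 also: plate controls were DMSO wells with enzyme for no effect and DMSO wells lacking enzyme for full effect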
UBC13 polyUb: blocks human UBC13 polyubiquitin chain formation. AID 485273. TR-FRET. inhibition, % at 20 µM. 330,000 tested, 0.47% active; in the data active = inhibition above about 45%, passing the limit was not always enough
Target sequence (P61088 whole entry, looked up): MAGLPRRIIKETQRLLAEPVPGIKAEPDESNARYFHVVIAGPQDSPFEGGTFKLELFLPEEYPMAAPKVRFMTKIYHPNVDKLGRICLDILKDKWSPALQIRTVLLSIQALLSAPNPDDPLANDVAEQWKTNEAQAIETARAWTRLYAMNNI
HKDC1 inhibitor: HKDC1 (human) hexokinase inhibition; AID 493160; inhibition, % at 20 µM; 340,000 tested, 0.16% active; recombinant HKDC1, G6PDH/diaphorase resazurin coupled fluorescence;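 active = inhibition above about 35% when tested at 20 µM, limit read from the data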;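 also: plate controls were DMSO wells with enzyme for no effect and DMSO wells lacking enzyme for full effect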
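Material: recombinant HKDC1 hexokinase; Amount: HKDC1 at 5 µg/mL; Medium: Tris pH 8.0 buffer with MgCl2, Tween-20, BSA, BME; Schedule: 90 min reaction incubation at room temperature, dark; Technique: coupled resazurin fluorescence, excitation 525 nm, emission 613 nm.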
SENP8 block-2: inhibitors of human SENP8 protease. AID 602440. recombinant SENP8, Nedd8 substrate fluorescence. Q96LD8. inhibition, % at 20 µM. 360,000 tested, 0.64% active; in the data active = inhibition mostly above about 40%, no sharp cut-off; inactive = mostly below about 27%
beta cell repl: MIN6 beta-cell proliferation induction | 330,000 tested, 0.29% active | MIN6 cells proliferation, ATPlite luminescence, 48 h; cells starved in 0.2% serum; 100% = growth in 10% serum | AID 2380 | proliferation, % at 10 µM;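 active = compounds whose signal lies at least 3.5 SD above the mean of all wells on their plate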;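 also: 0% = DMSO-treated cells in low-serum medium and 100% = 10% serum control; some compounds called inactive have numbers as strong as hits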
An asterisk follows results filed as active; i = inactive. Hits appear at their usual frequency; any-hit rate near 4%.

SMILES | SENP1 FRET inh | SENP7 block | PfG6PD inh | SENP8 block-1 | SENP6 block | UBC13 polyUb | HKDC1 inhibitor | SENP8 block-2 | beta cell repl
C[C@@H]1CCC[C@]2(O[C@H](CCO)C[C@@H](O)[C@@H]2O)O1 | -2 | 8 | -9 | -9 | -18 | 6 | -9 | 11 | -2
Cc1nc(CC(=O)Nc2nc(C(C)(C)C)cs2)cs1 | 0 | -1 | -1 | -2 | 3 | 9 | 3 | 17 | -1
Cc1ccc(CNS(=O)(=O)c2ccc3c(c2)NC(=O)CO3)cc1 | 4 | 1 | 1 | 6 | 10 | -5 | 8 | 11 | -2
CCOc1ccccc1N(CC(=O)Nc1ccc(S(=O)(=O)N2CCOCC2)cc1)S(=O)(=O)c1ccccc1 | 1 | 2 | 10 | 6 | 4 | -5 | 3 | 10 | 0
Cc1ccccc1C(=O)N1CCC(C(=O)OCc2ccccn2)CC1 | -4 | -4 | -6 | -18 | -18 | -3 | -3 | 5 | -2
Cc1cc(C(=O)N2CCN(c3ccc(F)cc3)CC2)on1 | 1 | 5 | 11 | -4 | -8 | 0 | -6 | 12 | 4
C=CC(=O)Nc1cccc(Oc2ncnc3[nH]cc(-c4cnc5ccccc5c4)c23)c1 | 3 | -9 | -7 | -9 | -19 | -12 | 0 | -446 | -5
N/C(=N\OC(=O)c1ccc2c(c1)OCO2)c1ccc(Br)cc1 | 3 | 71* | 3 | 7 | 46 | -8 | 1 | -15 | -5
COC1CCCCC1Nc1ccc(C)c(C)c1 (stereo not given) | -5 | -1 | -9 | -7 | -37 | 4 | 3 | -1 | -2
Cc1cccc(C(P(=O)(c2ccccc2)c2ccccc2)P(=O)(c2ccccc2)c2ccccc2)n1 | 3 | -2 | 14 | -12 | -2 | -10 | -10 | 7 | 0
CN(C)CCN(C(=O)c1ccc2ccccc2c1)c1nc2ccc(F)cc2s1 | 0 | -2 | 22 | 3 | -15 | 14 | -1 | 14 | 6
O=C(Nc1ccc(Oc2ccccc2)cc1)c1ccco1 | 0 | 24 | -5 | 8 | 45 | 7 | 7 | 11 | -1

A run of entries of the results above:
SMILES | SENP1 FRET inh | SENP7 block | PfG6PD inh | SENP8 block-1 | SENP6 block | UBC13 polyUb | HKDC1 inhibitor | SENP8 block-2 | beta cell repl
C[C@@H]1CCC[C@]2(O[C@H](CCO)C[C@@H](O)[C@@H]2O)O1 | -2 | 8 | -9 | -9 | -18 | 6 | -9 | 11 | -2
Cc1nc(CC(=O)Nc2nc(C(C)(C)C)cs2)cs1 | 0 | -1 | -1 | -2 | 3 | 9 | 3 | 17 | -1

(list continues)
SMILES | SENP1 FRET inh | SENP7 block | PfG6PD inh | SENP8 block-1 | SENP6 block | UBC13 polyUb | HKDC1 inhibitor | SENP8 block-2 | beta cell repl
O=C(Nc1cccc(NC(=O)c2ccc(Br)o2)n1)c1ccc(Br)o1 | -2 | 3 | -4 | 7 | -4 | 5 | 17 | -2 | 0
CCC1CCCCN1Cc1nc2c(c(=O)n(C)c(=O)n2C)n1CCC(C)C (stereo not given) | 1 | -8 | -3 | -5 | -15 | 14 | 1 | -3 | 1
O=C(CN1CCOCC1)N/N=C/C(Br)=C\c1ccccc1 | 1 | 2 | 1 | -2 | -3 | -13 | -7 | 14 | -7
CC1CC(C)CN(S(=O)(=O)c2ccc3c(c2)C(C)(C)C(=O)N3C)C1 (stereo not given) | 1 | -1 | -4 | 1 | -6 | -8 | 6 | 17 | 3
Cc1ccc(C)c(Nc2ccc(C(=O)NCCc3ccccc3)cn2)c1 | 2 | -3 | 17 | -4 | -16 | 9 | -10 | -22 | -1
Cc1ccc2cc(CN(CC3CCCO3)C(=S)Nc3ccccc3)c(=O)[nH]c2c1C (stereo not given) | 0 | 0 | 7 | 1 | 1 | 5 | 4 | -4 | 0
O=c1[nH]c2ccc(S(=O)(=O)Nc3ccc(Br)cc3)cc2[nH]1 | 1 | 16 | -5 | -9 | -3 | -7 | 2 | 8 | 0
O=c1c(/C=N/OCc2ccc(Cl)cc2Cl)c[nH]n1-c1cccc(Cl)n1 | 3 | -8 | -15 | -9 | 4 | -21 | -13 | 9 | -5
Cc1cc(C(=O)NCCCN2CCCC2=O)no1 | 1 | 4 | -1 | 0 | 1 | 8 | -10 | 4 | -3
Cc1ccc(C)c(N2CCN(C(=O)C(Cc3ccccc3)n3cccc3)CC2)c1 (stereo not given) | -1 | -5 | 4 | -7 | -15 | -4 | 0 | 3 | -7
CCOc1cc(C2CC(=O)c3c(ccc4ccccc34)N2)ccc1O (stereo not given) | 0 | -5 | -3 | -3 | -6 | -2 | 0 | 14 | -1
O=C(CCN1C(=O)S/C(=C/c2ccc(F)cc2)C1=O)Nc1ccc(O)c(C(=O)O)c1 | 2 | -2 | -33 | -2 | 4 | -17 | 2 | -268 | -7
Cc1ccc(NC(=O)Cn2nnc(-c3ccccc3NC(=O)c3cccs3)n2)cc1 | 1 | -6 | 1 | -4 | -8 | -1 | 0 | 13 | -3
COc1ccc(N2CCN(CCNC(=O)C3CC(=O)N(C4CCCC4)C3)CC2)cc1 (stereo not given) | 0 | 0 | 21 | 2 | -19 | 6 | -9 | 18 | -1
CCOC(=O)Cn1cc(/C=C(/C#N)C(=O)NC(C)C)c2ccccc21 | -6 | -11 | -6 | -10 | -27 | -10 | -11 | -6 | -3
COc1ccccc1CNS(=O)(=O)c1ccc2c(c1)N(C(C)=O)CCO2 | 1 | -4 | -5 | -5 | 3 | -2 | 0 | 11 | 2
CCOC(=O)c1c(C)nc2sc(C(=O)Nc3ccccc3)c(N)c2c1-c1ccc(OC)cc1 | -23 | -3 | 24 | 2 | -12 | 26 | -3 | -402 | -6
CCOc1cccc(N)c1 | 1 | -6 | 14 | -11 | -2 | -10 | 7 | 5 | -3
N#CNC1=NCN(CCc2ccccc2)CN1 | 3 | 7 | 0 | -1 | -15 | 9 | -7 | 8 | 0
CCOC(=O)C(NCCOC)(NC(C)=O)C(F)(F)F (stereo not given) | 1 | 3 | 2 | 3 | -1 | -1 | -1 | 1 | 3
COc1ccccc1CC(NC(C)=O)C(=O)NC1CCN(C(=O)Nc2ccccc2Cl)CC1 (stereo not given) | 0 | -10 | -4 | 0 | -21 | 0 | -11 | 7 | -1
CCOC(=O)c1sc2nc3c(cc2c1N)COC(C(C)C)C3 (stereo not given) | -95 | 51* | -22 | -3 | 20 | 10 | 6 | -262 | -2
O=S(=O)(NCc1ccc(Cl)cc1)c1cnc[nH]1 | -1 | 0 | -7 | 0 | -12 | 6 | -4 | 13 | 0
CCN(CC(=O)NC(C)(C)C)C(=O)CN1c2cccc3cccc(c23)S1(=O)=O | 1 | 2 | -11 | 8 | 23 | 2 | 6 | -289 | -2
Cc1nc(N2CCN(Cc3ccccc3)CC2)nc2c1C(=O)CC(c1ccco1)C2 (stereo not given) | -12 | 9 | 16 | -6 | -11 | 0 | 2 | -1 | -4
COc1ccc(OCCSc2nnc(CCNC(=O)c3ccc(Cl)c(Cl)c3)n2C)cc1 | 1 | 0 | -3 | -5 | -12 | 31 | 1 | 10 | -2
COc1ccc(N2CC(C(=O)Nc3ccc(S(=O)(=O)Nc4nc(C)cc(C)n4)cc3)CC2=O)cc1 (stereo not given) | 1 | -16 | -6 | -4 | -23 | -11 | 3 | -2 | -3
COc1ccc(C(=O)NCC(=O)NCc2cc(=O)n(C)c(=O)n2C)cc1 | 2 | -18 | -9 | -14 | -34 | -4 | 0 | 7 | 0
COCCNC(=O)c1cc2c(=O)n3cccc(C)c3nc2n1C | -48 | 6 | 6 | 3 | -1 | -2 | 3 | -432 | -2
COc1cccc(CN(C)C(=O)c2cc(COc3ccc(-n4cncn4)cc3)on2)c1 | 2 | 5 | 3 | 0 | -18 | 7 | 5 | -2 | -5
CC(C)(C)NC(=O)C(c1ccc(O)cc1)N(Cc1ccco1)C(=O)CCC(=O)Nc1ccccn1 (stereo not given) | -3 | 9 | -20 | 6 | -11 | 9 | 3 | 6 | -1
Cc1[nH]c2ccc(C(=O)N3CCC(C(N)=O)CC3)cc2c1C | 1 | 5 | 9 | -3 | 12 | -9 | -5 | 6 | -5
COc1ccc(C(=O)N/C(=C/c2cccs2)c2nc3ccccc3[nH]2)cc1OC | 3 | 14 | 1 | 3 | -2 | -8 | -4 | -400 | -1
O=C1CN(C(=O)c2cc3ccccc3oc2=O)C(c2ccccc2)c2cc(F)ccc2N1 (stereo not given) | -4 | -12 | -10 | 2 | -18 | -4 | -3 | -5 | 8
Cc1ccc(C)c(NC(=O)C(CC(=O)O)C2CCCO2)c1 (stereo not given) | 0 | 4 | -5 | 10 | -8 | 2 | 1 | -2 | -3
O=C1CCCC2=C1C(c1ccccc1)NC(=S)N2 (stereo not given) | 2 | 7 | -5 | 2 | 8 | 1 | -6 | 9 | -3
COc1ccc(CNC(=O)c2cccc(N(C)C)c2)cc1 | 0 | -4 | 0 | -7 | -13 | -3 | 4 | i | -2
Cc1csc(=O)n1CCC(=O)OCC(=O)Nc1cccc(C#N)c1 | 1 | -9 | 0 | 5 | -2 | -3 | -2 | 3 | -1
COc1ccc(-c2cc(C(=O)N(C)Cc3ccccc3)no2)cc1OC | 4 | 1 | -12 | 9 | 14 | -4 | 2 | -10 | 3
COC(=O)C1=C(C)N(C)C(=O)NC1c1ccsc1 (stereo not given) | 1 | 1 | -5 | 4 | -4 | 6 | 4 | 8 | 0
CNC(=S)N/N=C(\C)c1ccccc1 | 1 | 4 | -7 | -5 | -26 | 1 | -1 | 3 | -2
O=S1(=O)CCN(Cc2cccc(Cl)c2)CC1 | 1 | 1 | -6 | -4 | -3 | 7 | 4 | 6 | 1
CCc1ccccc1NC(=O)CSc1nnc([C@@H](NC(=O)OC(C)(C)C)C(C)CC)o1 (stereo not given in full) | 2 | 3 | 4 | 10 | 4 | -4 | -4 | 11 | 5
COc1cc(C(C[N+](=O)[O-])c2c(N)n(C)c(=O)n(C)c2=O)ccc1O (stereo not given) | 1 | -6 | 2 | -14 | -30 | -15 | 8 | 9 | 0
CCOc1ccc(N2C(=O)/C(=C/c3cc(OC)c(OC)c(OC)c3)N(CC(=O)OC)C2=S)cc1 | -48 | 7 | 24 | -6 | -11 | 4 | 6 | -3 | -2
O=c1cc(CN2CCCc3ccccc32)nc2sccn12 | -31 | 8 | 2 | -5 | 15 | 2 | 11 | -85 | 2
NS(=O)(=O)c1ccc(NC(=O)COC(=O)COc2cccc(C(F)(F)F)c2)cc1 | 3 | -6 | -3 | 0 | -2 | 10 | -9 | 22 | -2
Cc1cccc(OCCCOc2cccc3cccnc23)c1C | -2 | -6 | 26 | -12 | 22 | 2 | 3 | -76 | -5
COc1cccc(/C=N/NC(=O)CC(C)O)c1OC/C=C/c1ccccc1 (stereo not given) | 3 | 8 | 5 | -2 | -11 | 0 | -3 | -24 | -3

Complete entries from above. Order of screens: SENP1 FRET inh	SENP7 block	PfG6PD inh	SENP8 block-1	SENP6 block	UBC13 polyUb	HKDC1 inhibitor	SENP8 block-2	beta cell repl
Shown for `COc1ccc(-c2cc(C(=O)N(C)Cc3ccccc3)no2)cc1OC` = 4	1	-12	9	14	-4	2	-10	3
Shown for `CCc1ccccc1NC(=O)CSc1nnc([C@@H](NC(=O)OC(C)(C)C)C(C)CC)o1` (stereo not given in full) = 2	3	4	10	4	-4	-4	11	5
Shown for `CCOc1ccc(N2C(=O)/C(=C/c3cc(OC)c(OC)c(OC)c3)N(CC(=O)OC)C2=S)cc1` = -48	7	24	-6	-11	4	6	-3	-2
